Assay outcomes from PubChem BioAssay.
IMP-1 inh = inhibitors of Pseudomonas aeruginosa IMP-1 metallo-beta-lactamase. hit rate 0.45% among 290,000. purified IMP-1, nitrocefin hydrolysis, epi-absorbance fluorescence. inhibition, % at 5.6 µM;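 active means inhibition above the mean plus 3 SD of all compounds in the same screening run, cut at about 4.5% in these data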;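 further: 0% = IMP-1 with DMSO and 100% = DMSO wells lacking enzyme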
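System: purified recombinant IMP-1 beta-lactamase. Medium: Zinc- and detergent-supplemented HEPES buffer, pH 7.1. Compound: one 5.6 µM dose […]. Schedule: 15 min preincubation plus 25 min reaction at 25 °C. Technique: Epi-absorbance fluorescence, 480 nm excitation, 530 nm emission.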
VIM-2 inh = blocks Pseudomonas aeruginosa VIM-2 metallo-beta-lactamase. hit rate 0.89% among 290,000. purified VIM-2, nitrocefin hydrolysis, epi-absorbance fluorescence. inhibition, % at 5.6 µM;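 active means inhibition above the mean of all tested compounds plus 3 SD, cutoff set per screening run, cut at about 7.5% in these data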;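 further: red hydrolysis product quenches plate fluorescence so inhibitors raise well fluorescence; 0% = enzyme with DMSO and 100% = DMSO without enzyme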
CRFBP-R2 block = antagonists of CRF-binding protein/CRF-R2 receptor complex | HEK293 CRF-R2/CRF-BP, CRF-induced calcium fluorescence | inhibition, % at 11.8 µM | hit rate 0.59% among 350,000;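 active means inhibition of the ligand-induced calcium signal above about 50% at the single tested concentration, limit read from the data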
p-CIP stab down = lowers stability of the mouse p/CIP coactivator protein; Q05BA5; F442A p/CIP-EGFP cells, EGFP fluorescence, 16 h; decrease of EGFP signal, % at 10 µM; hit rate 0.01% among 290,000; AID 1984;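 active means EGFP signal decrease of at least 30% at 10 µM or well 3 SD below plate mean, unless failing retest; inactive means the rest, including hits failing retest or dose response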; further: some compounds called inactive have numbers as strong as hits; many of its hits are not listed in these tables
GalR3 antagonist = blocks the human galanin receptor 3. hit rate 0.44% among 360,000. HEK293 GalR3-CNG cAMP membrane potential fluorescence; galR3 body fused to GalR1 C-terminus. inhibition, % at 3 µM. O60755;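 active means inhibition above the screen-wide average plus 3 SD, cut at about 13% in these data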;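 further: forskolin and galanin both at EC90 stimulate the cells; cAMP rise reported by CNG channel membrane potential dye signal; 0% = forskolin plus galanin with DMSO and 100% = forskolin alone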
Target sequence (O60755 1-299 limits assumed): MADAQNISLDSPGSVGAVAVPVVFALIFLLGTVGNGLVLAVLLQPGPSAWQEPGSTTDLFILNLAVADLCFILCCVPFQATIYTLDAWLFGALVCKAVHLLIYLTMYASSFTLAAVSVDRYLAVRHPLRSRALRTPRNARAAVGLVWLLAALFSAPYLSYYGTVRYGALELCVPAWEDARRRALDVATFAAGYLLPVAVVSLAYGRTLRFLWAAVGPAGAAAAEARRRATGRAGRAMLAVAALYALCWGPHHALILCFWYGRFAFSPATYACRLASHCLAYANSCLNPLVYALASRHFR
SUMO HTRF inh = SUMOylation inhibition; inhibition, % at 35 µM; P63279; hit rate 0.36% among 290,000; HTRF SUMOylation assay, SAE1/SAE2 + UBC9, in vitro; AID 2006; in the data active means inhibition above about 50%, passing the limit was not always enough; further: strong numbers were not always called active
Target sequence (P63279 whole entry, looked up): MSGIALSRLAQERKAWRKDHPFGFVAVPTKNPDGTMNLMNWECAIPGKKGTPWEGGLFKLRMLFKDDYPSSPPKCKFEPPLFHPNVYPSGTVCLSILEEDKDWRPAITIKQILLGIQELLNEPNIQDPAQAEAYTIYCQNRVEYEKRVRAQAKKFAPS
IDE cell activ = activators of human insulin-degrading enzyme in cells; P14735; HEK cells, FAbeta-B cleavage, fluorescence polarization; 0% vehicle, 100% cell-free pure enzyme wells; activation, % at 5.96 µM; hit rate 0.073% among 340,000;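 active means activation above the mean of all tested compounds plus 3 SD, set per screening campaign, cut at about 17% in these data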
IDE inh = inhibitors of human insulin-degrading enzyme in cells | HEK cells, FAbetaB cleavage, fluorescence polarization | inhibition, % at 5.59 µM | hit rate 0.41% among 320,000 | AID 434962;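 active means percent inhibition above the average of all tested compounds plus 3 SD, set per screening campaign, cut at about 16% in these data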;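 further: IDE supplied by intact live HEK cells; FP after avidin binding of uncleaved biotin substrate so inhibition keeps polarization high; 0% = DMSO wells and 100% = 60 µM reference IDE inhibitor Ii1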
NS3 helicase inh = inhibitors of Hepatitis C virus NS3 helicase | NS3 helicase DNA unwinding, Cy5 molecular beacon fluorescence | hit rate 0.56% among 290,000 | AID 1800 | inhibition, % at 10.9 µM;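 active means inhibition above the mean of all tested compounds plus 3 SD, set per campaign, cut at about 35% in these data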;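 further: 0% = DMSO wells and 100% = thioflavine S control wells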
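Test system: hepatitis C virus NS3 helicase domain fragment enzyme. Also added: annealed dual-labelled DNA beacon duplex, ATP-started. Timing: 60 min unwinding reaction at 25 °C after ATP addition. Technique: Cy5 fluorescence. Measure: % inhibition of unwinding.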
* hit, by the source's call; . = no result given.

No.	NS3 helicase inh	CRFBP-R2 block	IDE cell activ	p-CIP stab down	SUMO HTRF inh	IDE inh	IMP-1 inh	GalR3 antagonist	VIM-2 inh	canonical_smiles
1	4.1	14.2	3.2	-2.2	13.2	8.3	-0.7	2.1	-0.4	CCOC(=O)C1C(=O)OC2(CCOC(C)(C)C2)C1C(=O)OCC (centres undefined)
2	-3.0	-1.1	4.0	3.6	0.2	6.8	-0.5	3.0	-3.6	COc1ccc(-n2nc3c(c2NC(=O)C24CC5CC(CC(C5)C2)C4)CS(=O)C3)cc1 (centres undefined)
3	-89.7	-53.8	4.1	-8.1	-4.0	-5.0	-1.7	2.2	-3.2	COc1ccc(CNCC(O)(c2ccc(Cl)cc2)c2ccc(Cl)cc2)cc1
4	-15.8	-21.5	-3.0	-6.1	31.6	-7.5	-0.5	-0.3	-3.7	COc1ccccc1CN1C(=NC(=O)CCC2CCCC2)SC2CS(=O)(=O)CC21 (centres undefined)
5	5.8	-0.1	2.5	3.8	6.9	4.2	-2.1	-8.1	-3.0	COC(=O)c1cccc(NC(=O)CN2CCc3ccccc3C2)c1
6	.	1.9	-1.6	.	.	1.3	.	-7.1	.	Cc1ccc(N2CC(C(=O)N3CCC4(CC3)CC(=O)c3ccccc3O4)CC2=O)cc1C (centres undefined)
7	11.4	1.2	8.7	0.8	24.9	5.9	-3.4	-4.0	-3.5	CC(C)OC(=O)c1c(N)n(CCCN2CCOCC2)c2nc3ccccc3nc12
8	19.5	-1.4	4.9	-10.5	10.7	0.9	-3.6	3.6	0.1	Cc1ccc(NC(=O)CN(C)S(=O)(=O)c2cccc3cccnc23)cc1
9	-3.6	-11.5	3.0	-15.3	6.9	0.0	-0.9	0.9	-1.7	N#Cc1c(NC(=O)CSc2nc(N)cc(=O)[nH]2)sc2c1CCCCCC2
10	1.5	6.5	3.0	-11.6	-1.2	-3.0	-2.8	-1.9	-1.4	O=C(/C=C/c1ccc(F)cc1)N1CCN(c2ccccn2)CC1
11	-13.5	-2.4	4.9	-8.2	17.5	-3.1	-2.5	-1.7	-4.7	CNC(=O)CSc1nnc(C(C)C)n1C
12	-1.0	-1.9	1.3	-6.0	12.8	-2.1	-4.6	6.6	-1.0	CCNC(=O)N1C(CC(=O)OCC)C(=O)NC2CCCCC21 (centres undefined)
13	.	-0.6	4.3	.	.	-1.4	.	-5.2	.	CC(=O)Nc1ccc(S(=O)(=O)N(C)CC(=O)NNC(=O)c2cccs2)cc1
14	-2.8	5.1	1.2	1.9	0.7	5.1	-1.9	-5.5	-5.0	CCOC(=O)C1CCN(C(=O)Nc2ccc(C)c(Cl)c2)CC1
15	-3.7	4.2	5.7	3.3	17.7	1.8	-5.8	-2.1	-1.6	O=C(Cn1nc(C(F)(F)F)c2c1CCC2)NC1CCCCC1
16	1.9	4.4	9.3	8.5	4.1	-2.3	-1.5	5.4	-3.8	CCOc1ccc(S(=O)(=O)N2CCCCCC2)cc1
17	0.8	1.2	0.3	1.0	6.7	-0.7	-2.0	-2.4	-3.3	COC(=O)C1=C(C)NC(=O)/C1=C\c1cccs1
18	5.5	11.4	0.2	-1.9	8.5	1.8	-1.3	-3.5	-2.0	CCOc1ccc(NC(=O)COc2nsnc2N2CCOCC2)cc1
19	-7.9	-35.6	1.5	-8.0	9.5	-0.2	-2.1	-7.3	0.8	Cc1cccc(N(C(=O)Cn2nnc(-c3ccc(F)cc3)n2)C(C(=O)NC(C)(C)C)c2ccncc2)c1 (centres undefined)
20	3.4	24.2	2.8	-10.7	14.2	-1.9	-3.3	-2.6	-2.4	COc1cccc(/C=N/NC(=O)C(=O)N2CCCCCC2)c1OC

Brought forward from above: two entries; new compounds follow.
No.	NS3 helicase inh	CRFBP-R2 block	IDE cell activ	p-CIP stab down	SUMO HTRF inh	IDE inh	IMP-1 inh	GalR3 antagonist	VIM-2 inh	canonical_smiles
19	-7.9	-35.6	1.5	-8.0	9.5	-0.2	-2.1	-7.3	0.8	Cc1cccc(N(C(=O)Cn2nnc(-c3ccc(F)cc3)n2)C(C(=O)NC(C)(C)C)c2ccncc2)c1 (centres undefined)
20	3.4	24.2	2.8	-10.7	14.2	-1.9	-3.3	-2.6	-2.4	COc1cccc(/C=N/NC(=O)C(=O)N2CCCCCC2)c1OC
21	1.0	.	.	9.3	-16.8	.	-4.2	.	-5.3	O=c1[nH]c(-c2ccc(Cl)cc2)nc2c1cnn2-c1ccccc1
22	.	2.0	0.3	.	.	-1.0	.	-0.1	.	CCN(CC(=O)NCc1ccc(Cl)cc1)C(=O)CCOc1ccc(C)cc1
23	7.6	-7.0	5.2	-30.2	21.7	-1.4	-3.0	-2.2	-2.7	O=C/C(=C\Nc1ccc(Cl)cn1)c1nc2cc(Cl)ccc2o1
24	2.8	2.8	3.9	-2.7	-1.3	6.8	0.2	-2.6	5.4	N=c1c(S(=O)(=O)c2ccccc2)cc2c(=O)n3ccccc3nc2n1C1CCCC1
25	3.2	-0.1	-7.3	11.6	-37.9	2.9	-1.2	-7.6	-2.0	Cc1cc(-c2ccccc2)n(-c2ccccc2)n1
26	2.1	-6.6	-2.2	-4.9	2.6	6.7	1.0	2.8	-1.8	CC1CC(Nc2cccc(O)c2)=CC(=O)O1 (centres undefined)
27	-9.4	-2.1	0.5	5.9	2.2	1.5	-2.2	-4.0	-3.6	CC(=O)Nc1ccc(NC(=O)CSc2nnc(NC(=O)c3cccc(F)c3)s2)cc1
28	0.9	79.9*	1.0	5.4	19.1	1.5	-1.9	-5.2	-2.9	Cc1ccc(CN2CCN(C3CCOCC3)CC2CCO)cc1 (centres undefined)
29	-1.4	14.7	-3.1	-11.4	-7.6	0.5	-0.3	-7.0	-3.4	C=CCn1cccc(C(=O)Nc2ccc(N(C)C)cc2)c1=O

Structural class: those above containing sulfur.
No.	NS3 helicase inh	CRFBP-R2 block	IDE cell activ	p-CIP stab down	SUMO HTRF inh	IDE inh	IMP-1 inh	GalR3 antagonist	VIM-2 inh	canonical_smiles
2	-3.0	-1.1	4.0	3.6	0.2	6.8	-0.5	3.0	-3.6	COc1ccc(-n2nc3c(c2NC(=O)C24CC5CC(CC(C5)C2)C4)CS(=O)C3)cc1 (centres undefined)
4	-15.8	-21.5	-3.0	-6.1	31.6	-7.5	-0.5	-0.3	-3.7	COc1ccccc1CN1C(=NC(=O)CCC2CCCC2)SC2CS(=O)(=O)CC21 (centres undefined)
8	19.5	-1.4	4.9	-10.5	10.7	0.9	-3.6	3.6	0.1	Cc1ccc(NC(=O)CN(C)S(=O)(=O)c2cccc3cccnc23)cc1
9	-3.6	-11.5	3.0	-15.3	6.9	0.0	-0.9	0.9	-1.7	N#Cc1c(NC(=O)CSc2nc(N)cc(=O)[nH]2)sc2c1CCCCCC2
11	-13.5	-2.4	4.9	-8.2	17.5	-3.1	-2.5	-1.7	-4.7	CNC(=O)CSc1nnc(C(C)C)n1C
13	.	-0.6	4.3	.	.	-1.4	.	-5.2	.	CC(=O)Nc1ccc(S(=O)(=O)N(C)CC(=O)NNC(=O)c2cccs2)cc1
16	1.9	4.4	9.3	8.5	4.1	-2.3	-1.5	5.4	-3.8	CCOc1ccc(S(=O)(=O)N2CCCCCC2)cc1
17	0.8	1.2	0.3	1.0	6.7	-0.7	-2.0	-2.4	-3.3	COC(=O)C1=C(C)NC(=O)/C1=C\c1cccs1
18	5.5	11.4	0.2	-1.9	8.5	1.8	-1.3	-3.5	-2.0	CCOc1ccc(NC(=O)COc2nsnc2N2CCOCC2)cc1
24	2.8	2.8	3.9	-2.7	-1.3	6.8	0.2	-2.6	5.4	N=c1c(S(=O)(=O)c2ccccc2)cc2c(=O)n3ccccc3nc2n1C1CCCC1
27	-9.4	-2.1	0.5	5.9	2.2	1.5	-2.2	-4.0	-3.6	CC(=O)Nc1ccc(NC(=O)CSc2nnc(NC(=O)c3cccc(F)c3)s2)cc1

Not a hit list; 3.2% or so of the library scored in one or more.
